High-throughput results (PubChem)
APOBEC3A inh: blocks human APOBEC3A ssDNA deamination; P31941; recombinant A3A, FAM/TAMRA ssDNA deamination fluorescence; inhibition, % at 20 µM; hit rate 0.41% among 330,000; AID 493011;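 active = at least 40% inhibition at 20 µM here, with at most 30% in a related deaminase screen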;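 also: plate controls were A3A with DMSO for no effect and wells lacking A3A enzyme for full effect; some results filed as inactive read as strong as hits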
Target sequence (P31941 whole entry, looked up): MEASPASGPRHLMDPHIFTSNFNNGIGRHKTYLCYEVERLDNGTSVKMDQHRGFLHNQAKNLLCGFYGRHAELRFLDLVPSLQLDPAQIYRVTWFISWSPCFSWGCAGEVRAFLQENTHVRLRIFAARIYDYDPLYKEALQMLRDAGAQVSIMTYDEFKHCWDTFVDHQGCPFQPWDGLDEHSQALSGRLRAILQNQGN
NLRP3 yeast inh: NALP3 inhibition in yeast. Yeast reconstituted NLRP3/ASC/caspase-1, beta-gal luminescence, 24 h. inhibition, % at 10 µM. hit rate 0.39% among 330,000;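 active = inhibition of 50% or more; inactive = inhibition below 50%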;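 also: plate controls were induced DMSO wells for no effect and uninduced yeast grown without galactose for full effect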
hIAP inh: blocks human intestinal alkaline phosphatase; purified IAP, CDP-Star luminescence, 30 min; P09923; inhibition, % at 10 µM; hit rate 0.12% among 330,000; AID 2544;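 active = inhibition reaching a set limit with compound at 10 µM in the primary screen, cut at about 35% in these data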;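 also: plate controls were DMSO wells with enzyme for no effect and no-enzyme buffer wells for full effect; values of inactives mirror those of a sister screen read the other way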
tim10-1 inh: tim10-1 yeast growth inhibition; inhibition, % at 20 µM; hit rate 2.2% among 330,000; S. cerevisiae tim10-1 ts strain growth, BacTiter-Glo, 24 h;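 active = inhibition of at least 40%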;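 also: mutant grown at 25 °C; 0% = DMSO wells with yeast and 100% = wells holding no yeast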
mIAP block: mouse IAP inhibition; purified mouse IAP, CDP-Star luminescence, 30 min; inhibition, % at 10 µM; hit rate 0.2% among 330,000; AID 2806;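 active = inhibition of at least 40% at 10 µM in the primary screen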;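 also: plate controls were DMSO with enzyme for no effect and no enzyme wells for full effect; values of inactives mirror those of a sister screen read the other way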
beta cell repl: MIN6 beta-cell proliferation induction; hit rate 0.29% among 330,000; AID 2380; proliferation, % at 10 µM; MIN6 cells proliferation, ATPlite luminescence, 48 h; cells starved in 0.2% serum; 100% = growth in 10% serum;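 active = compounds whose signal lies at least 3.5 SD above the mean of all wells on their plate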;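 also: 0% = DMSO-treated cells in low-serum medium and 100% = 10% serum control; some compounds called inactive have numbers as strong as hits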
mIAP activ: mouse IAP activation; muIAP, CDP-Star luminescence, 30 min; hits give high values; 1 = vehicle-only enzyme signal, 0 = enzyme-free wells; activation factor at 10 µM; hit rate 0.24% among 330,000; AID 2805;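 active = activation factor of at least 2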; also: the source names both 10 and 20 µM as test concentration; values of inactives mirror those of a sister screen read the other way
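System: Mouse IAP enzyme | Also added: CDP-Star substrate | Dosing: Compounds dispensed in DMSO | Schedule: 30 min enzyme-substrate-compound incubation at room temperature | Technique: Chemiluminescence readout | Control set: DMSO-only wells and no-enzyme negative control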
TIM10 inh: TIM10 yeast growth inhibition. inhibition, % at 10 µM. hit rate 1.4% among 330,000. S. cerevisiae TIM10 strain growth, BacTiter-Glo luminescence, 24 h;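 active = inhibition of 40% or more at the single tested concentration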;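 also: wild-type TIM10 isogenic control strain grown at permissive 25 °C; 0% = DMSO yeast wells and 100% = minimal medium wells without yeast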
A3G deaminase: blocks human APOBEC3G single-stranded DNA deamination. Q9HC16. recombinant A3G, ssDNA deamination FAM/TAMRA fluorescence. inhibition, % at 20 µM. hit rate 0.28% among 330,000. AID 493012;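 active = inhibition of at least 40% at 20 µM, with no more than 30% in the related APOBEC3A deaminase screen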;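 also: plate controls were DMSO wells with A3G for no effect and wells lacking A3G enzyme for full effect; some compounds called inactive have numbers as strong as hits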
Target sequence (Q9HC16 whole entry, looked up): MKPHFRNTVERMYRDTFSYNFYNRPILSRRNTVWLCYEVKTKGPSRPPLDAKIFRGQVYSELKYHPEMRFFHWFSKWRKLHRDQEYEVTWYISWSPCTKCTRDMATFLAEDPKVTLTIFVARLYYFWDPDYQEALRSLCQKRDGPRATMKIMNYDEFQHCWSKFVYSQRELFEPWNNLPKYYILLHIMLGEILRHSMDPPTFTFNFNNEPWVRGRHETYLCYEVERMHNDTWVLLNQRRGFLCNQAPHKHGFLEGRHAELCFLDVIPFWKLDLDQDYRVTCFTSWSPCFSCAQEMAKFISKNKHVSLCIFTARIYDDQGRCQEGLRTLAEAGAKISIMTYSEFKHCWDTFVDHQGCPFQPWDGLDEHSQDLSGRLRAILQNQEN
Starred values were filed as active, the others as inactive.

SMILES,APOBEC3A inh,NLRP3 yeast inh,hIAP inh,tim10-1 inh,mIAP block,beta cell repl,mIAP activ,TIM10 inh,A3G deaminase
Oc1ccccc1N1CCN(Cc2ncc(-c3ccccc3)o2)CC1,14,25,-2,14,-5,-2,1.1,-1,-7
CCCN(CC1CC1)C(=O)CCc1nnc(CCc2c[nH]c3ccccc23)o1,-4,9,-32,18,8,2,0.92,18,-8
Cc1c(C2(c3c(C)n(C)n(-c4ccccc4)c3=O)C(=O)Nc3ccc(F)cc32)c(=O)n(-c2ccccc2)n1C,1,10,-18,12,-1,-1,1,-3,5
CCOC(=O)N1C2=NC(C(=O)OC)=C(C(=O)OC)[C@@H]3Nc4ccccc4[C@]23C[C@H]1C(=O)OC,-2,6,-3,-11,7,0,0.93,0,-7
CCC(=O)Nc1ccc(S(=O)(=O)N2CCN(c3ccc(F)cc3)CC2)cc1,2,-4,-2,4,7,-2,0.93,5,5
Cc1cccc(NC(=O)CN2CCc3cc4c(cc3C2C)OCCCO4)c1 (stereo not drawn),-3,14,-10,25,-6,-2,1.1,31,-6
N#CC1=CN(Cc2ccccc2)C=C(/C=N/Nc2ccccc2)C1,-5,9,7,12,10,-6,0.9,17,-11
COc1ccccc1NC(=O)Nc1ccc(-n2ccc(C(F)(F)F)n2)cc1,0,16,-4,54*,-46,-3,1.5,30,-8
CCCNC(=O)C(Cc1cccc(Cl)c1)NC(=O)c1ccccc1 (stereo not drawn),-2,-2,-9,16,-18,-2,1.2,-1,-6
COc1ccc(-c2cc(C(=O)N(C)CC(=O)Nc3cccc(F)c3)c3ccccc3n2)cc1,5,17,-2,20,-3,-6,1,7,-12

Brought forward from above: two entries; new compounds follow.
SMILES,APOBEC3A inh,NLRP3 yeast inh,hIAP inh,tim10-1 inh,mIAP block,beta cell repl,mIAP activ,TIM10 inh,A3G deaminase
CCCNC(=O)C(Cc1cccc(Cl)c1)NC(=O)c1ccccc1 (stereo not drawn),-2,-2,-9,16,-18,-2,1.2,-1,-6
COc1ccc(-c2cc(C(=O)N(C)CC(=O)Nc3cccc(F)c3)c3ccccc3n2)cc1,5,17,-2,20,-3,-6,1,7,-12
Cc1cccc(C)c1OCc1nnc(SCC(=O)Nc2ccc(N3CCOCC3)cc2)o1,2,7,3,-1,2,0,0.98,-13,0
COC(=O)NNC1=CC(=O)CC(C)(C)C1,-2,4,2,-12,-5,-2,1,-24,-7
COc1cc(/C=N/NC(=S)NC2CC3CC2C2C=CCC32)ccc1O (stereo not drawn),-6,-14,-2,53*,13,-3,0.87,-8,-3
COc1ccccc1NC1C=CS(=O)(=O)C1 (stereo not drawn),-4,-3,10,15,-6,-1,1.1,0,-6
COc1ccccc1Nc1ncnc2sccc12,-1,12,-7,7,-1,-3,1,-1,4
CCCCN(C(=O)C1CC(=O)N(Cc2ccc(C)cc2)C1)c1c(N)n(CC(C)C)c(=O)[nH]c1=O (stereo not drawn),1,0,-16,-7,0,-5,1,8,-8
Cc1ccccc1NC(=O)Cn1c(C)nc2ccc(NC(=O)C3CC3)cc2c1=O,-5,-6,1,-7,-6,-2,1.1,5,4
CC(C)N(C(=O)Cn1cnc2c(cnn2-c2ccccc2Cl)c1=O)C(C)C,-17,6,-20,7,-17,-2,1.2,9,-10
C=CCn1c(CCC(O)CCCCC)n[nH]c1=S (stereo not drawn),0,12,2,19,3,-2,0.97,14,16
COCCN(C(=O)CSc1nc2ccccc2c(=O)n1CC(C)C)c1c(N)n(Cc2ccccc2)c(=O)[nH]c1=O,3,11,-12,19,5,0,0.95,17,-2
O=C(Nc1ccccc1C(=O)O)C1=NN=CC1,-1,10,1,1,2,3,0.97,4,-6
Cc1ccc(NC(=O)Cn2nnc(C(=O)NCCc3ccccc3)c2N)c(C)c1,18,-2,2,-7,0,1,1,-28,4
COc1cccc2cc(C(=O)OCC(=O)N3CC(C)OC(C)C3)c(=O)oc12 (stereo not drawn),-5,18,-10,0,-10,-2,1.1,-4,-8
O=C1OC(c2ccccc2)Cc2cc(C(=O)N3CCN(c4ccc(F)cc4)CC3)ccc21 (stereo not drawn),-3,17,-8,36,9,1,0.91,26,-4
CNC(=S)NNC(=O)c1c(C)nc2cc(C)ccn12,-3,23,-1,-1,4,-2,0.96,5,-4
CCc1ccc(NC(=O)COC(=O)c2nc3nc(C)cc(C)n3n2)cc1,0,1,6,3,-5,-7,1.1,8,-3
COc1cc(NC(=O)c2ccccc2)cc(OC)c1,-6,47,-2,23,-2,-2,1,68*,-4
O=c1c2ccccc2n(CC(O)CN2CCOCC2)c2ccccc12 (stereo not drawn),-5,2,-17,6,-7,-4,1.1,-16,-4
O=C(CCC(=O)N1CCc2ccccc2C1)N1CCN(S(=O)(=O)c2ccccc2)CC1,-5,2,17,14,0,3,1,17,-6
CN(CC(=O)Nc1cccc(F)c1)C(=O)CCC1CCCCC1,-1,14,-4,24,-4,-2,1,14,-9
Cc1ccc(S(=O)(=O)NCCCCCC(=O)Nc2ccccc2C)cc1,-1,4,-7,11,8,0,0.92,10,-1
CCCC1CC(C)(/C(C)=N\NC(N)=S)OC1=O (stereo not drawn),-4,15,-46,8,-15,0,1.2,-6,-11
COc1ccc(-n2cnnc2SCC(=O)NC2CCS(=O)(=O)C2)cc1 (stereo not drawn),2,2,1,5,1,-2,0.99,2,0
CCN(Cc1ccncc1)C(=O)c1cc(COc2ccc(F)cc2F)on1,-4,8,-2,10,4,-1,0.96,-10,-4
Cc1cc(C)c(S(=O)(=O)Cc2ccccc2)c(=O)[nH]1,-5,-5,18,-6,-1,2,1,6,-8
CCOc1ccc(OCC)c(NC(=O)CN2CCN(C(=O)c3ccco3)CC2)c1,0,15,-18,2,2,1,0.97,-3,-1
Cc1ccnc(NC(=O)C2CCN(S(=O)(=O)c3cccc4nonc34)CC2)c1,1,32,-34,6,-13,-2,1.1,-13,-1
Cc1cc(-c2nc3ncccc3o2)ccc1NC(=S)NC(=O)c1ccco1,-3,32,-12,-5,15,-3,0.85,17,-3
CC1(c2nnc(-c3ccc(F)cc3)o2)CC(c2cccc(Cl)c2)=NO1 (stereo not drawn),-5,12,17,3,11,-7,0.89,-26,-10
CCC(C)(C)NC(=O)CN(C(=O)CCC(=O)Nc1nccs1)c1ccc2c(c1)OCO2,-4,13,6,8,0,-2,1,13,-6
NC(=O)CC[C@H](NC(=O)c1ccc(Cl)cc1)C(=O)NNC(=O)COc1cccc(Br)c1,-4,-1,-76,-7,12,-2,0.88,-5,-7
CC1CCCN(C(=O)c2ccc([N+](=O)[O-])o2)C1 (stereo not drawn),-3,27,4,57*,3,3,0.97,46*,-6
CCOC(=O)c1cc(-c2ccc(N3CCOCC3)cc2)nn1-c1ccccc1C(=O)O,31,10,-2,-4,6,-4,0.94,2,66
C/C(=N\NC(=O)CN1CCCCC1)c1ccccc1O,40*,8,-24,3,-11,-2,1.1,-3,11
Cc1ccc(/C=N/N2CCN(Cc3ccc(C)cc3)CC2)cc1,-2,17,-12,5,11,-1,0.89,-7,-3
CCc1ccc(NC(=O)NNC(=O)c2ccc3ccccc3c2O)cc1,-4,-4,-30,-72,14,0,0.86,-35,-7
O=C(c1ccccc1)c1ccc(OCC(O)CN2CCCC2)cc1 (stereo not drawn),0,2,11,8,1,1,0.99,5,-6
COc1cc(/C=N/n2cnc3scc(-c4cccs4)c3c2=O)cc(OC)c1OC,-3,13,13,17,30,0,0.7,4,-6
O=C(COc1ccc2ccccc2c1)NCC1CCCO1 (stereo not drawn),-3,3,0,-7,-5,0,1.1,4,-11
COc1ccc(OC)c2[nH]c(=O)c(CCNC(=O)C(C)(C)C)cc12,-3,-4,12,-11,-4,-2,1,-14,-10
CCOC(=O)c1c(C)[nH]c(N=Nc2ccc(C)cc2)c1C,-3,-3,6,34,19,-4,0.81,4,-2
C[N+](C)(CC#Cc1ccccc1)CC(=O)c1ccc(Cl)cc1,-4,-1,2,12,-1,-4,1,3,-8
CCOC(=O)c1c(C)c(C(=O)Nc2cc(F)ccc2F)c(C)n1C,-17,28,-23,20,1,0,0.99,19,-4
Cc1ccc(S(=O)(=O)N/N=C/c2ccc(OCC(=O)N3CCOCC3)cc2)cc1,-3,21,0,-5,0,-1,1,-2,-6
CCc1c(C(C)O)oc2ccc3c(C)cc(=O)oc3c12 (stereo not drawn),-1,19,0,13,-11,1,1.1,-4,2
O=C(c1cccc(S(=O)(=O)NCc2ccccc2)c1)N1CCCC(C(F)(F)F)C1 (stereo not drawn),1,15,-4,15,-13,-2,1.1,-5,-2
Cc1c(C)n2c(SCC(=O)N3CC(C)OC(C)C3)nnc2[nH]c1=O (stereo not drawn),-3,3,14,4,-5,0,1,5,-6
COc1ccc(S(=O)(=O)NCC(=O)NCc2cc(=O)n(C)c(=O)n2C)cc1,-2,2,-21,-4,4,0,0.96,-5,-5
CC1=C(C(=O)N2CCOCC2)C(c2ccc(C)cc2)NC(=S)N1 (stereo not drawn),0,23,-9,12,-10,2,1.1,8,-8
COc1cc(OC)c(OC)cc1/C=C1\SC(N2CCCCC2)=NC1=O,0,18,4,28,5,-2,0.95,14,-1

The list continues.
SMILES,APOBEC3A inh,NLRP3 yeast inh,hIAP inh,tim10-1 inh,mIAP block,beta cell repl,mIAP activ,TIM10 inh,A3G deaminase
Cc1cc(-c2n[nH]c(=S)n2/N=C/C=C/c2ccccc2)n[nH]1,-2,6,-38,16,-1,-1,1,-7,46*
O=CN1c2ccccc2CSc2ccccc21,-1,-15,-6,21,-14,-3,1.1,4,-9
COc1cccc(CNC(=O)C2CCCN(C(=O)c3ccc(Cl)cc3)C2)c1 (stereo not drawn),0,16,0,-7,-8,1,1.1,2,-1
COc1ccccc1N1CCN(C(=O)c2ccc(CN3CCOCC3)cc2)CC1,-1,14,-9,16,-8,6,1.1,-3,6
Cc1ccccc1-c1cc(C(=O)NCc2ccco2)n(CC2CC(c3cccnc3)=NO2)n1 (stereo not drawn),-3,5,7,-17,-11,2,1.1,-20,-14
COC(=O)C1CCN(C(=O)c2ccc3nc(-c4cccc(OC)c4)oc3c2)CC1,1,15,-4,42*,-7,-4,1.1,24,5
Cc1c(NC(=O)c2ncn[nH]2)cccc1-c1nc2ccccc2s1,75*,-4,-36,-4,-8,-4,1.1,2,25
CNc1cc(N2CCCCCC2)ccc1[N+](=O)[O-],-1,45,32,17,19,-1,0.81,5,-2
COc1cccc(C(=O)NNC(=O)C(=O)Nc2cccc3ccccc23)c1,1,4,-65,-22,14,-2,0.86,-22,-2
COc1ccccc1N1CCN(c2cc(N3CCCC3)nc(C)n2)CC1,-2,12,-3,15,-12,0,1.1,7,-1
CC(C)OC(=O)c1c(N)sc2c1CCCC2,1,7,-1,28,11,2,0.89,11,3
CCc1nnc2sc(-c3ccc(NC(=O)c4ccco4)cc3)nn12,-1,26,-6,11,-3,1,1,4,-5
CC(C)c1nnc(NC(=O)CCN2C(=O)c3ccccc3C2=O)s1,-2,9,-9,2,-1,-3,1,4,-3
Cc1ccc2occ(CN3CCN(c4ccccc4)CC3)c(=O)c2c1,4,5,9,18,-1,0,1,14,0

Rows are unselected (roughly 4.6% active in at least one column).
